SIAE inh: blocks human sialic acid acetylesterase; Q9HAT2; SIAE FP-Rh probe binding, fluorescence polarization; inhibition, % at 9.66 µM; 0.69% of 370,000 active;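 active means inhibition above a cutoff: mean of compounds within the control limits plus 3 SD of those, cut at about 17% in these data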;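 further: 0% = plate median of compound wells and 100% = probe without SIAE protein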
ABHD4 inh: ABHD4 (mouse) inhibition, primary FP screen; inhibition, % at 8.92 µM; Q8VD66; AID 720543; 0.54% of 370,000 active; purified mABHD4, FP-Rh probe fluorescence polarization;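 active means inhibition exceeding the mean over every tested compound plus 3 SD, cut at about 30% in these data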;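 further: 0% = plate median of compound wells and 100% = S159A mutant with DMSO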
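Assay system: Wild-type mouse ABHD4 protein | Medium: HEPES pH 7.0 buffer, 150 mM NaCl, 0.01% Pluronic F-127 | Incubation: Enzyme–compound pre-incubation 45 min, then probe 60 min, both 25 °C | Technique: Fluorescence polarization with parallel and perpendicular emission, 525/598 nm | Evaluation: % inhibition of FP-Rh probe binding versus controls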
UHRF1 MBD2 ctr: UHRF1 methyl-DNA binding inhibition; AID 687016; 0.75% of 370,000 active; UHRF1 binding to methylated oligo, TR-FRET; inhibition, % at 4.4 µM; in the data active means inhibition above about 21%;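 further: UHRF1 SRA domain binding a hemimethylated CpG hairpin DNA probe; 0% = median of test compound wells and 100% = reference inhibitor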
GC-B act: GC-B (human) receptor activation; AID 1920062; activation, % at 10 µM; HEK293-GC-B cells, CNP EC30, cGMP TR-FRET; 0% at EC30 CNP, 100% saturating CNP; 0.11% of 370,000 active; P20594;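 active means activation at 10 µM reaching about 35% in either raw or pattern-adjusted values, limit read from the data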
HTRA1 inhibitor: HTRA1 (human) protease inhibition; Q92743; inhibition, % at 5.96 µM; 0.5% of 340,000 active; recombinant HTRA1, FP-rhodamine activity-based probe, fluorescence polarization; in the data active means inhibition above about 36%;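 further: 0% = enzyme with DMSO and 100% = wells lacking enzyme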
MBD2 inh: blocks human MBD2 binding to methylated DNA | Q9UBB5 | TR-FRET, MBD2 binding to methylated oligonucleotide | inhibition, % at 4.4 µM | 0.31% of 370,000 active; in the data active means inhibition above about 13%
rCAG RNA binder: molecules binding r(CAG) RNA repeats. r(CAG) RNA repeat, TO-PRO-1 dye displacement fluorescence. inhibition, % at 3 µM. 1.3% of 370,000 active. AID 651821;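 active means inhibition above the plate cutoff, the mean of all test compounds on that plate plus 3 SD, cut at about 35% in these data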;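 further: 0% = DMSO alone and 100% = 100 µM mitoxantrone as full dye displacement; higher means more dye released from RNA so lower well fluorescence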
GC-A act: GC-A (human) enzyme activation; 0.14% of 370,000 active; activation, % at 10 µM; HEK293 GC-A cells, cGMP TR-FRET, EC30 ANP; 0% at EC30 ANP, 100% saturating ANP; P16066; in the data active means activation above about 40%
Target sequence (P16066 whole entry, looked up): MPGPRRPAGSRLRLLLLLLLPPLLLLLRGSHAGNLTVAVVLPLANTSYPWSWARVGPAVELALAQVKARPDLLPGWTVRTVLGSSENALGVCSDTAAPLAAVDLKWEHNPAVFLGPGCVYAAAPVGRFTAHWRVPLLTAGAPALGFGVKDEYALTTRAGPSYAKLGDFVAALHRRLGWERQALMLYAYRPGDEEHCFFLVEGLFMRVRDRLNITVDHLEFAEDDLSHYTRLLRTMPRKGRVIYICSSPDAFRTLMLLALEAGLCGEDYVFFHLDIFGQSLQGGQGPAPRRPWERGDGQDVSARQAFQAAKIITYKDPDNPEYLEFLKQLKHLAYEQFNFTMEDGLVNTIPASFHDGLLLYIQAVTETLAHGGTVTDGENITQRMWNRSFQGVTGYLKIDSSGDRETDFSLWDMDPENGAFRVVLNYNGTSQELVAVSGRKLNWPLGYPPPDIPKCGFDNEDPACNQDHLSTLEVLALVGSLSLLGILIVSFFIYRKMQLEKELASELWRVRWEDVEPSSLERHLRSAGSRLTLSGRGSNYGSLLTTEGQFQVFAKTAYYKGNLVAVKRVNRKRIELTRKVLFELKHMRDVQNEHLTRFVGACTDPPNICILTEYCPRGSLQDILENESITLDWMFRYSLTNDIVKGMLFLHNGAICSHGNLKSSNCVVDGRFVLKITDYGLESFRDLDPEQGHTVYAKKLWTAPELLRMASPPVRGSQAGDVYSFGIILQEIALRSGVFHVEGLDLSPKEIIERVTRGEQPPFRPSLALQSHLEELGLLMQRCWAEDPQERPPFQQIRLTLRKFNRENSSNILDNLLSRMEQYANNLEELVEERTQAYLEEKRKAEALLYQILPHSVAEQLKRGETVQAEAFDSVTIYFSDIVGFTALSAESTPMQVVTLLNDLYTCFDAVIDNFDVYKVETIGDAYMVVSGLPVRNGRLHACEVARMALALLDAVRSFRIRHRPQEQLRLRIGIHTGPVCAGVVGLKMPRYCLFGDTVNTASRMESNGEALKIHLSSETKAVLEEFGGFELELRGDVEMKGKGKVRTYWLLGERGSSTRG
TCR-CD3 inh: blocks the human TCR-CD3 interaction; inhibition, % at 9.4 µM; 0.37% of 360,000 active; TAMRA-labeled TCR probe fluorescence, biochemical; AID 651800; in the data active means inhibition above about 19%;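 further: recombinant mutant TCR 2C K166C tagged with TAMRA read by polarization; 0% = receptor in buffer alone and 100% = receptor with positive control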
PRMT1 FP inh: blocks human protein arginine methyltransferase 1; AID 652257; 1.3% of 370,000 active; recombinant PRMT1, activity-based probe fluorescence polarization; inhibition, % at 2.79 µM;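 active means inhibition above about 21% made by adding two undisclosed values, limit read from the data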
* hit, by the source's call; nt = not tested or not shown.

SMILES	SIAE inh	ABHD4 inh	UHRF1 MBD2 ctr	GC-B act	HTRA1 inhibitor	MBD2 inh	rCAG RNA binder	GC-A act	TCR-CD3 inh	PRMT1 FP inh
COC(=O)C(NC(=O)c1cccnc1Cl)C(C)C (stereo not given)	-5	5	-2	0	0	0	2	-1	-4	1
COc1cc(/C=C2\SC(=S)N(NC(=O)c3ccncc3)C2=O)ccc1O	-116	-123	1	3	-152	-12	-9	-5	-89	10
COc1ccc(-c2ccc(CN3C(CC(C)C)C(=O)N(Cc4cn(CCC5OCCCO5)nn4)CCS3(=O)=O)cc2)cc1OC (stereo not given)	-15	-5	1	1	-19	-3	6	5	9	1
COc1ccc(CCNC(=O)COC(=O)/C=C/c2ccc(OCC#N)c(OC)c2)cc1OC	-3	-1	5	2	5	0	-6	-4	0	0
COc1cc(/C=C2\SC(=S)N(CC(=O)Nc3ccccn3)C2=O)cc(OC)c1OC	-12	-13	-2	4	-58	2	23	1	5	-2
Cc1csc(NC(=O)CSc2nccn2Cc2ccco2)n1	-6	-2	0	3	-1	2	-4	-1	-8	-1
Cc1sc(NC(=O)CN(C(=O)c2ccccc2F)C2CCCC2)c(C(N)=O)c1C	7	3	-2	-2	-4	-5	-1	-5	8	0
CCC(C)(C(=O)NC1CCCCC1)N(Cc1cccs1)C(=O)CC1NC(=O)NC1=O (stereo not given)	10	-4	2	-2	5	6	-3	-5	-10	0
CN(Cc1ccccc1F)C(=O)c1ccccc1Sc1ccccc1C#N	-8	5	0	3	-9	1	-2	-1	8	0
CCCN(CC(=O)NC(=O)NCc1ccccc1)CC(=O)Nc1ccc(F)c(F)c1F	13	3	0	-1	-12	5	1	-1	-6	5
COc1cccc(NC(=O)Nc2ccc3nc(C)c(C)nc3c2)c1	-8	-10	4	11	-1	0	15	5	-6	4
COc1ccc(C(C)(C)C)cc1S(=O)(=O)NCC1CCCO1 (stereo not given)	-4	2	4	4	5	0	-6	-2	-2	3
Cn1c(SCC(=O)c2c(N)n(C)c(=O)n(C)c2=O)nnc1-c1ccccc1F	-1	5	2	-6	3	32*	-2	7	-1	-2
COc1ccc(-n2nc(C(N)=O)nc2-c2ccccc2)cc1	-2	-2	1	-5	4	1	-4	-6	2	-1
Cc1noc(C)c1C(=O)OCC(=O)Nc1c(F)cccc1F	-4	2	-1	-2	-1	1	0	-2	1	-1
Cc1cc(=O)oc2cc(OC(C)C(=O)Nc3ccc(N4CCOCC4)cc3)ccc12 (stereo not given)	6	4	-3	-6	-1	-3	-1	-6	14	0
CC1(C)Cc2nc(Cl)c(C(N)=O)cc2CO1	3	3	4	4	0	-3	3	-3	-1	1
Cc1ccc(-c2cc(C(F)(F)F)nc(SCC(=O)c3cccc([N+](=O)[O-])c3)n2)cc1	-4	8	-1	5	1	-1	1	4	-3	0
Cc1ccc([C@@H]2C[C@H]3[C@@H](CN2S(=O)(=O)c2ccc(C)cc2)C(=O)C[C@@H](c2ccccc2)N3S(=O)(=O)c2ccc(C)cc2)cc1	-3	4	-2	6	-18	0	11	6	-3	-3
COC(=O)[C@]12C[C@H](CC(=O)NCCC(C)C)C(=O)N(Cc3ccccc3)C1=C[C@H](C(C)(C)C)O[C@@H]2C	-4	0	1	-17	nt	0	0	-16	3	-3

One compound at a time, as listed above. Values in the order: SIAE inh	ABHD4 inh	UHRF1 MBD2 ctr	GC-B act	HTRA1 inhibitor	MBD2 inh	rCAG RNA binder	GC-A act	TCR-CD3 inh	PRMT1 FP inh
`COc1ccc(C(C)(C)C)cc1S(=O)(=O)NCC1CCCO1` (stereo not given) across the screens: -4	2	4	4	5	0	-6	-2	-2	3
`Cc1csc(NC(=O)CSc2nccn2Cc2ccco2)n1` across the screens: -6	-2	0	3	-1	2	-4	-1	-8	-1
`COc1ccc(-c2ccc(CN3C(CC(C)C)C(=O)N(Cc4cn(CCC5OCCCO5)nn4)CCS3(=O)=O)cc2)cc1OC` (stereo not given) across the screens: -15	-5	1	1	-19	-3	6	5	9	1
`CN(Cc1ccccc1F)C(=O)c1ccccc1Sc1ccccc1C#N` across the screens: -8	5	0	3	-9	1	-2	-1	8	0

Next section
SMILES	SIAE inh	ABHD4 inh	UHRF1 MBD2 ctr	GC-B act	HTRA1 inhibitor	MBD2 inh	rCAG RNA binder	GC-A act	TCR-CD3 inh	PRMT1 FP inh
CN(C(=O)CSc1nc2ccccc2[nH]1)C1CCS(=O)(=O)C1 (stereo not given)	1	-2	3	2	-2	1	1	1	0	3
CC(OC(=O)Cn1cnc2c1c(=O)n(C)c(=O)n2C)C(=O)NCc1ccccc1 (stereo not given)	3	2	8	-7	-2	-5	1	-4	-4	1
Cc1nc(N2CCCC2C(=O)O)c2oc3ccccc3c2n1 (stereo not given)	-4	-15	6	-10	4	2	7	-2	-5	2
COc1ccc(NC(=O)c2ccc(C(=O)c3ccccc3)o2)cc1	3	-6	-1	-3	-7	-4	-3	-4	7	-2
c1ccc(OCc2noc(CN3CC[C@@H]4CCCC[C@H]4C3)n2)cc1	-2	0	0	-3	-3	1	-6	3	6	-3
O=C(O)C1=NN(c2c(F)c(F)cc(F)c2F)C(=O)CC1	-2	-2	0	5	7	-1	5	0	-4	1
CC(=O)NC(c1ccco1)c1cc(Cl)c2ccccc2c1O (stereo not given)	11	8	0	3	-1	1	7	-3	-8	0
CC1Cc2ccccc2N1C(=O)CN1CCN(S(=O)(=O)c2cccs2)CC1 (stereo not given)	12	0	-1	5	-1	3	0	0	-9	2
CCOc1ncccc1C(=O)Nc1ccc(S(=O)(=O)NC2=NCCCCC2)cc1	-5	6	0	2	6	-1	-2	2	8	-1
COc1ccc(-c2nc(C(N)=O)c3[nH]c(=O)n(-c4cccc(C)c4)c3n2)c(OC)c1	-7	1	1	9	-10	1	7	5	-6	4
Cc1ccc(C)c(C(O)c2ncc(-c3ccccc3)[nH]2)c1 (stereo not given)	-2	-19	7	3	nt	2	1	0	-3	6
O=C(CN1C(=O)c2ccccc2S1(=O)=O)Nc1cccc(S(=O)(=O)N2CCOCC2)c1	-2	-2	1	1	3	0	7	-5	-8	1
Cc1cc(C)n2nc(SCC(=O)Nc3ccc(S(=O)(=O)N(C)C)cc3)nc2n1	5	7	-1	0	7	6	3	-1	-6	6
O=C(O)CC(NC(=O)C(F)(F)F)c1ccc2c(c1)OCO2 (stereo not given)	10	10	-1	4	1	-2	1	1	2	-2
CCOC(=O)C1C(=O)CC(C)(O)C(C(=O)OCC)C1c1ccco1 (stereo not given)	-2	-2	2	8	-3	5	-3	4	4	3
Cc1nc2ccccc2c(=O)n1NS(C)(=O)=O	9	-9	8	2	1	2	-2	1	-1	-2
Cc1ccc(NC(=O)c2cncc(Br)c2)nc1	0	3	-2	2	4	-2	-3	2	6	9
COc1cccc(N/N=C/c2cccc(Br)c2O)c1	12	7	-2	3	12	3	6	2	0	11
Cc1cc(C)c(S(C)(=O)=O)c(Oc2ccc(F)cc2)n1	3	5	4	1	-3	2	2	4	-1	2
Cc1ccc(C)c(N2CC(=O)N(c3cc(C)ccc3C)CC2=O)c1	6	0	-3	5	1	0	2	1	4	1
Cc1ccccc1Cn1c(CN2CCN(C(=O)c3ccco3)CC2)nc2c1c(=O)n(C)c(=O)n2C	-2	3	0	2	2	-5	0	-1	5	1
O=S(=O)(c1cccc(-c2n[nH]c(=S)n2Cc2ccccc2)c1)N1CCOCC1	9	19	-1	4	-4	-4	4	-2	6	-2
NC(=O)C1CCN(C(=O)c2cc(-c3ccc(Cl)cc3)nc3ccccc23)CC1	6	4	-1	4	3	-2	0	-2	-4	-1
CCOC(=O)C[C@H]1c2ccc(C(F)(F)F)cc2S(=O)(=O)N1C(C)(C)C	3	0	2	3	-3	-2	-7	-2	6	-1
CC1CCCC(C)N1C(=O)COC(=O)CNC(=O)c1ccccc1 (stereo not given)	13	0	-3	6	6	3	1	0	1	1
COC(=O)CSC1=C(C#N)C(=O)NC(c2ccccc2)S1 (stereo not given)	1	8	5	-2	-1	2	3	24	3	5
Cc1ccc(C)c(CN2CCC(CNC(=O)Nc3cccc(Cl)c3C)CC2)c1	2	3	0	-1	4	0	-7	-8	-2	-1
CCOCCCNC(=O)C(c1ccc(C)cc1)N(Cc1ccc2c(c1)OCO2)C(=O)c1cnccn1 (stereo not given)	-2	3	4	-11	-3	-2	-9	-10	4	-1
Brc1ccc2nc(-c3ccco3)c(Cc3ccccc3)n2c1	-4	-3	10	18	nt	10	29	23	0	42*
COCCN1CCN(C(=O)C2CCC(=O)N(Cc3ccc(Cl)cc3)C2)CC1 (stereo not given)	9	-2	0	2	2	-2	-3	6	4	-1
CN(C)CCN(Cc1ccccc1)c1ccccn1	0	1	3	-8	3	5	-1	-2	-2	0
COC(=O)c1ccccc1NC(=O)c1ccnn1C	-2	0	-4	3	7	-3	-3	-1	5	0
CCCCCC[n+]1c(-c2ccc(Cl)cc2Cl)csc1Nc1ccccc1	1	2	5	-1	-2	0	0	-2	3	1
COc1ccc(S(=O)(=O)NCc2ccccn2)cc1Cl	17	3	0	-7	2	-4	-2	-2	8	-4
C=CCn1c(SCC(=O)CC(=O)OCC)nc2cc(C(=O)N3CCC(C(N)=O)CC3)ccc2c1=O	10	-1	-2	-2	10	-8	7	-1	-2	9
CC(=O)Nc1ccc(Nc2ccccc2)cc1	8	2	4	2	1	1	0	-1	-4	-4
COc1ccc(COC(=O)Nc2c(SC)nsc2SC)cc1	1	-1	0	-3	-7	-3	-3	0	3	2
COc1cccc(/C=C(/C#N)c2ccc(Cl)cc2)c1OCc1cccc(C(=O)O)c1	-6	-5	2	-8	-39	0	42*	-1	-4	3
CCc1cc2cc3c(cc2nc1SCC(=O)Nc1nccs1)OCO3	-1	1	-2	-2	-1	1	0	6	-1	1
COc1ccccc1C1CC(c2ccc(Cl)cc2)Nc2ncnn21 (stereo not given)	-3	0	5	-4	-5	2	-5	-7	10	2
C=CCNC(=O)C1CC2Cn3c(nc4cc5ccccc5cc43)C2N1C (stereo not given)	0	3	-1	1	-3	5	3	-1	-2	2
CCCCN(C(=O)c1c(CC)noc1C)c1c(N)n(CCC)c(=O)[nH]c1=O	8	-5	1	-8	-2	-7	0	2	0	-4
Cc1c(C(=O)Nc2cccnc2)oc2ccc(Br)cc12	-17	-17	-2	-10	-26	1	2	-7	-3	-1
COC(CNC(=O)[C@H](Cc1ccccc1)NC(C)(C)C(=O)NC1CCCCC1)OC	-1	2	4	-9	nt	4	nt	-5	nt	-3
CCCCOC(=O)Cn1c(=N)n(CCC)c2ccccc21	2	-4	1	-9	0	0	3	-4	4	-2
O=C1CCC[C@H]2[C@@H](Cc3ccccc3)[C@@H](O)CC[C@]23CCCN13	-2	5	-1	-3	nt	-7	nt	-3	nt	-2
Cc1onc(-c2ccccc2)c1C(=O)OCC(=O)Nc1ccc2c(c1)OCO2	4	-4	-1	-8	-7	6	-1	0	-2	-3
Cc1ccc(C2(C)NC(=O)N(CC(=O)Nc3ccc(S(=O)(=O)Nc4nccs4)cc3)C2=O)cc1 (stereo not given)	-10	2	0	2	-5	-1	51*	3	-4	7
CC(=O)NC(Cc1ccc(F)cc1)C(=O)NC1CCN(c2nnnn2-c2ccccc2)CC1 (stereo not given)	0	5	4	-7	0	-1	2	-4	0	-1
CNC(=S)N=Nc1c(O)[nH]c2ccccc12	0	9	-13	-1	3	-12	0	4	6	2

Source: PubChem BioAssay (several laboratories)

This is a subset, so the mix of outcomes need not match the whole.
